High-throughput results (PubChem BioAssay)
XIAP displacement: small molecules displacing peptide from XIAP – biochemical, IAP family, fluorescence polarization (AID 1018); XIAP BIR domain, fluorescence polarization peptide displacement; higher % means a stronger effect; one-dose displacement, % at 20 µM; IC50 in µM for titrated hits; 200,000 compounds, 0.007% hits; in the data active = displacement above about 50%; note: a part of the inactive calls stands beside numbers as strong as those of hits
P. falciparum M17LAP: P. falciparum M17LAP inhibitors, primary screen, biochemical, fluorogenic H-Leu-NHMec substrate, 1536-well (AID 1619); 220,000 compounds, 0.38% hits; recombinant M17LAP, H-Leu-NHMec fluorogenic kinetic assay; higher % means a stronger effect; inhibition, % at 30 µM, or IC50 in µM where a hit was titrated;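 active = compound inhibiting the enzyme by more than half at any dose during confirmatory dose-response retesting; inconclusive = strong single-dose inhibitors picked by rank but not retested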;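 note: plate controls were full reaction with DMSO carrier for no effect and no enzyme background for full effect; strong numbers were not always called active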
West Nile virus CPE: West Nile virus antiviral activity, cell-based, CPE readout (AID 1621); West Nile virus-infected cells, CPE inhibition; higher % means a stronger effect; CPE inhibition, % at 10 µM, or IC50 in µM where a hit was titrated; 290,000 compounds, 0.02% hits; in the data active = a potency from the dose series; inconclusive = CPE inhibition mostly from about 3.7% at the one dose, without a potency; inactive = the rest, 99 in 100 with CPE inhibition below about 2.2%; note: strong numbers were not always called active
PMI inhibition: MPI inhibition at elevated mannose 6-phosphate – biochemical, fluorescence intensity, high mannose 6-phosphate, primary screen (AID 1220) | recombinant PMI enzyme, coupled fluorescence intensity; higher % means a stronger effect | one-dose inhibition, % at 20 µM; IC50 in µM for titrated hits | 190,000 compounds, 0.66% hits; in the data active = inhibition above about 50%
P. falciparum M1AAP: malaria alanyl aminopeptidase activity blockers – biochemical, fluorogenic H-Leu-NHMec substrate, 1536-well (AID 1445); recombinant M1AAP, H-Leu-NHMec fluorogenic kinetic assay; higher % means a stronger effect; inhibition, % at 30 µM; hits with a dose series show IC50 in µM; 220,000 compounds, 0.42% hits;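 active = primary inhibition above the hit cutoff, then over 50% inhibition at one or more dose response concentrations, cut at about 23% in these data, passing the limit was not always enough; inconclusive = conflicting primary data, or primary hits not chosen for dose response; inactive = low primary inhibition, or under 50% at every dose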;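 note: plate controls were DMSO full reaction for no effect and no enzyme background for full effect; strong numbers were not always called active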
SIAH1 antagonists: Siah-1 peptide-binding antagonists, primary screen, biochemical, fluorescence polarization, rhodamine-plectin, uHTS (AID 1817). Siah-1 / rhodamine-plectin peptide fluorescence polarization; higher % means a stronger effect. one-dose displacement, % at 20 µM; IC50 in µM for titrated hits. 290,000 compounds, 0.02% hits;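 active = displacement of at least 50% at 20 µM, with a fluorescence ratio check between 0.3 and a set limit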;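 note: plate controls were Siah plus tracer with DMSO for no effect and tracer alone without Siah for full effect; strong numbers were not always called active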
ER stress rescue: rescue of cells from ER stress-induced death, primary screen, 384-well, CSM14.1, thapsigargin, ATP luminescence (AID 1222); CSM14.1 thapsigargin-induced death rescue, ATP luminescence; higher % means a stronger effect; cellular ATP content (survival), % at 20 µM, or EC50 in µM where a hit was titrated; 190,000 tested, under 10 active;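 active = EC50 below 50 µM in the dose-response confirmation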;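 note: death triggered by thapsigargin at about 15 µM added after 2 h compound pretreatment; cell ATP read after overnight thapsigargin exposure of roughly 18 to 22 hours; normalized against plate controls of thapsigargin alone and 5% DMSO vehicle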
Yfh1-depleted yeast: mitochondrial function rescue without frataxin homolog – Friedreich's ataxia, plus single-dose screen, dose response (AID 1465) | S. cerevisiae Yfh1-off respiration, WST-1 reduction, 72 h; higher fold induction means a stronger effect | fold induction at 50 µM, or EC50 in µM where a hit was titrated | 220,000 compounds, 0.074% hits;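 active = fold induction of absorbance versus untreated yeast above a set limit, then at least 30% activation at any dose in follow-up; inconclusive = repeats straddling the limit, or above it without dose testing; inactive = fold induction below the set limit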;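 note: activators that raise dye reduction in frataxin-depleted yeast; strong numbers were not always called active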
Salmonella PhoP GFP: PhoP-dependent GFP reporter repression – Salmonella Typhimurium, primary screen (AID 1863). S. Typhimurium PhoP-regulated promoter GFP reporter, 4 h; higher % means a stronger effect. one-dose inhibition, % at 50 µM; IC50 in µM for titrated hits. 300,000 compounds, 0.16% hits;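 active = inhibition over 29.93%, a cutoff 3 SD above the screen mean, later confirmed by dose response; inconclusive = inhibition over 29.93% but no dose response follow-up; inactive = inhibition at most 29.93% or unconfirmed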;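 note: 0% = low Mg2+ inducing control and 100% = high Mg2+ repressing control; strong numbers were not always called active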
The depositor's hits bear a star; i = inactive; ? = inconclusive; . = not tested or not shown. This is a random part of the collection. About 1.6% of those tested had a hit in this group.

SMILES	XIAP displacement	P. falciparum M17LAP	West Nile virus CPE	PMI inhibition	P. falciparum M1AAP	SIAH1 antagonists	ER stress rescue	Yfh1-depleted yeast	Salmonella PhoP GFP
Cc1ccc2nsnc2c1NC(=O)c1sc2ccccc2c1Cl	-8.8%	9.6%	-0.8%	-7.4%	6.1%	5.5%	-2.2%	i	1.0%
O=C(O)/C=C/c1ccc2c(c1)OCCO2	.	11.4%	0.8%	.	10.8%	0.2%	.	i	5.8%
CCOC(=O)C1(CCc2ccccc2)CCN(C(=O)C2CCOCC2)CC1	-4.8%	-5.4%	-0.7%	-9.8%	-1.2%	6.3%	1.6%	i	-8.7%
Cc1nn(-c2ccccc2)nc1CNC(=O)c1ncoc1-c1ccccc1	.	-3.1%	-0.1%	.	2.9%	5.0%	.	i	4.5%
O=C(/C=C/Nc1ccc(F)c(F)c1)c1ccc(Br)cc1	-6.7%	-10.5%	-1.3%	-13.9%	6.6%	4.0%	-1.0%	i	4.2%
Fc1cccc(Cl)c1CSc1ccc(-c2cccnc2)nn1	-1.4%	14.7%	-1.4%	11.9%	0.2%	0.9%	1.0%	i	2.3%
CCn1c(SCC(=O)O)nc2ccccc21	-2.0%	8.3%	0.3%	-6.5%	3.6%	13.7%	-0.2%	i	-0.9%
Oc1ccccc1Nc1nc(NCc2ccccc2)c2ccccc2n1	-9.0%	-4.7%	-1.4%	-22.2%	4.3%	-8.5%	-2.0%	i	-0.6%
COc1ccccc1/C=C/C(=O)OC(C)CN1CCOCC1 (stereo unspecified)	-1.3%	2.8%	0.3%	-7.6%	12.6%	5.4%	-2.0%	i	-11.1%
CCN(CC)CCN1C(=O)C(=O)/C(=C(/O)c2ccc(C)cc2)C1c1cccnc1 (stereo unspecified)	.	6.6%	0.5%	.	7.1%	0.2%	.	i	-0.6%
COc1cccc(CNC(=O)CCC2CCCN(Cc3cc(Cl)ccc3O)C2)c1 (stereo unspecified)	-4.8%	7.0%	-1.1%	-2.9%	-2.8%	1.9%	-0.2%	i	1.7%
COCCn1nnnc1C(c1ccc(OC)c(OC)c1)N1CCN(c2nc3ccccc3s2)CC1 (stereo unspecified)	1.4%	.	-0.1%	2.7%	.	3.7%	3.0%	i	.
COc1ccc(C(c2nnnn2C2CCCCC2)N2CCN(c3ccccc3)CC2)cc1 (stereo unspecified)	-2.4%	.	.	4.7%	.	-0.5%	-5.1%	.	.
CCOC(=O)Cc1cc(=O)[nH]c(/N=C(\N)Nc2ccc(C)c(C)c2)n1	-7.6%	18.6%	0.0%	-6.6%	2.2%	6.9%	-1.0%	i	4.8%
CCOC(=O)N1CCN(C(=O)CN(c2ccc(OC)cc2)S(C)(=O)=O)CC1	-8.3%	-10.9%	0.2%	-3.0%	-0.3%	16.9%	0.1%	i	3.9%
COc1cccc(OC)c1C(=O)Nc1nnc(C(C)C)s1	-4.5%	39.8%	-0.7%	3.0%	-1.1%	0.4%	-1.6%	i	15.4%
O=C(CC1Sc2ncnn2C1=O)Nc1ccccc1 (stereo unspecified)	-5.2%	-4.2%	2.2%	20.0%	-17.1%	1.7%	-0.8%	i	7.4%
COc1cccc(-c2cc(C(=O)NCc3cccs3)no2)c1	.	23.7%	-0.2%	.	1.5%	-4.6%	.	i	4.2%
Cc1ccccc1C(=O)Oc1ccc(Sc2ccc(O)cc2)cc1	-4.6%	0.7%	.	13.2%	3.4%	-4.8%	0.2%	.	5.4%
CCc1ccc2c(CN(CC)Cc3nc4ccccc4c(=O)[nH]3)cc(=O)oc2c1	-11.4%	10.8%	1.1%	-40.1%	3.5%	-4.6%	-3.5%	i	0.7%
CC(=O)c1c(C)[nH]c(C(=O)COC(=O)c2cccc(S(=O)(=O)N(C)c3ccccc3)c2)c1C	-11.4%	5.3%	-1.1%	20.5%	0.8%	8.7%	-0.6%	i	-6.3%
COC(=O)c1cccc(NC(=S)NC(C)C)c1	-3.4%	-5.0%	1.3%	10.3%	-0.8%	-2.1%	-6.6%	i	-1.4%
Cc1ccc(/C=C/C(=O)Nc2cccc3cccnc23)o1	-5.5%	-4.2%	-0.4%	11.1%	5.3%	53.3%	-1.8%	i	-18.2%
Cc1ccc(N2C(=O)c3ccccc3C2=O)cc1C	-4.0%	-2.1%	0.7%	5.8%	2.2%	-5.1%	-0.6%	i	1.7%
C=C(C)CNC(=O)c1ccc(OC2CCN(S(=O)(=O)N(C)C)CC2)cc1	-2.0%	4.7%	-0.7%	-6.4%	-2.3%	6.1%	3.9%	i	10.1%
COc1ccc(S(=O)(=O)NCC2CCCN(C(=O)c3cccnc3C)C2)cc1 (stereo unspecified)	-7.2%	4.7%	0.0%	-13.6%	2.5%	-0.7%	-0.2%	i	-11.8%
Cc1ccc(NC(=O)C2(c3ccccc3)CCOCC2)cc1	-5.5%	-8.9%	-0.6%	.	-6.5%	-0.8%	-0.3%	i	-0.3%
COc1ccc(CCNC(=O)COc2ccc(S(=O)(=O)NC3CCCCC3)cc2Cl)cc1OC	-4.6%	-8.6%	-1.5%	5.2%	4.2%	3.4%	-2.4%	i	-11.7%
O=C(c1ccco1)N1CCN(S(=O)(=O)c2ccc(S(=O)(=O)NC3CCCC3)cc2)CC1	-2.0%	0.3%	-0.5%	-2.2%	3.9%	1.2%	0.0%	i	-3.9%
CC(C)=Cc1oc2ccc([N+](=O)[O-])cc2c1N1CCOCC1	-15.8%	-6.7%	-0.4%	.	6.3%	-1.2%	-1.9%	i	-11.2%
CN(C(=O)COC(=O)c1ccc([N+](=O)[O-])cc1Cl)C1CCCCC1	-7.7%	16.8%	0.0%	-1.5%	7.5%	-6.2%	-2.6%	i	1.9%
CCOC(=O)C1=C(CS(=O)(=O)c2ccccc2)NC(=O)NC1c1ccccc1 (stereo unspecified)	-9.3%	6.7%	-0.1%	-0.2%	3.9%	-3.4%	-1.2%	i	-2.2%
CCCCOC(=O)Nc1ccccc1C(=O)N1CCCC1	-0.1%	10.4%	-0.4%	-10.9%	2.5%	10.6%	-3.2%	i	7.5%
Cn1c(=O)c2c(ncn2CC(=O)OCc2ccccc2)n(C)c1=O	-3.7%	-5.6%	0.0%	-2.8%	5.3%	4.9%	-2.4%	i	13.6%
CCOC(=O)C1CCN(c2c(N3CCN(c4ccccc4OC)CC3)c(=O)c2=O)CC1	-2.6%	14.8%	0.3%	-5.0%	9.0%	0.4%	.	i	-12.3%
Cc1ccc(-c2ccc(=O)n(CC(=O)N3CCN(c4cc(Cl)ccc4C)CC3)n2)cc1	0.3%	-3.7%	0.3%	7.7%	2.5%	-2.8%	-0.7%	i	2.3%
Cc1ccc(Cc2cnc(NC(=O)/C(C#N)=C/c3ccc(-c4cccc([N+](=O)[O-])c4)o3)s2)cc1	-1.2%	2.3%	?	3.3%	-0.2%	3.6%	0.1%	i	4.7%
COc1ccc(CC(=O)OCC(=O)Nc2ccc3c(c2)OCO3)cc1OC	-7.8%	-0.9%	0.4%	22.0%	0.1%	-1.6%	-0.2%	i	-2.2%
Cc1cc(C(=O)OCC(=O)Nc2ccc(F)c(F)c2)c(C)o1	-14.2%	10.2%	-1.3%	7.2%	11.4%	3.7%	-1.0%	i	-1.3%
NS(=O)(=O)c1ccc(Nc2ncccc2[N+](=O)[O-])cc1	-5.7%	10.9%	-0.2%	5.3%	0.5%	0.6%	-0.9%	i	7.5%
CCOC(=O)N1CCC(NC(=O)c2ccc3nc4ccccc4c(=O)n3c2)CC1	-8.0%	-17.7%	.	9.4%	6.3%	3.2%	-0.1%	.	-2.7%
COc1cc(/C=C(\C#N)c2nc(-c3cc4ccccc4oc3=O)cs2)ccc1O	-8.2%	-11.1%	2.0%	11.6%	1.7%	2.9%	0.5%	i	-25.2%
CCCSCCCNC(=O)c1cc2c(s1)CS(=O)(=O)C2	-11.2%	-9.8%	-0.4%	6.7%	-4.3%	-3.1%	-3.5%	i	-12.3%
COc1ccc(NC(=O)CSc2nc(O)cc(=O)n2-c2ccccc2OC)cc1	-6.8%	36.2%	0.2%	13.4%	11.3%	0.9%	5.6%	i	-2.4%
CCC(C)NC(=O)C1c2ccccc2C(=O)N1Cc1ccccc1OC (stereo unspecified)	-6.2%	-1.3%	-0.2%	3.2%	5.5%	3.5%	-1.4%	i	-2.9%
CC1(C)CC(NC(=O)COc2ccccc2Cl)CC(C)(C)N1	11.2%	5.5%	0.4%	-9.4%	-0.9%	2.3%	1.3%	i	9.4%
CC(CC(=O)O)CC(=O)Nc1ccccc1C(=O)O (stereo unspecified)	-1.4%	14.5%	-0.4%	-8.1%	-4.0%	-4.1%	2.1%	i	-14.5%
Cc1cc(C(=O)N/N=C/c2cccc([N+](=O)[O-])c2O)n[nH]1	-10.6%	40.9%	-0.2%	9.1%	15.4%	-3.8%	1.9%	i	56.4%
CCCOC(=O)NC1CCS(=O)(=O)C1 (stereo unspecified)	-3.9%	-2.9%	-0.2%	3.2%	-1.0%	-3.8%	-1.3%	i	22.2%
CCOC(=O)c1c(C)c(C(=O)NCCc2ccc(S(N)(=O)=O)cc2)c(C)n1CC	-6.2%	7.5%	.	3.0%	5.1%	-2.8%	-1.5%	.	2.3%
Other results:
SMILES	XIAP displacement	P. falciparum M17LAP	West Nile virus CPE	PMI inhibition	P. falciparum M1AAP	SIAH1 antagonists	ER stress rescue	Yfh1-depleted yeast	Salmonella PhoP GFP
CC(C)OC(=O)CSc1nnc(Cc2ccccc2)n1Cc1ccco1	-6.2%	14.4%	0.4%	-13.4%	-2.4%	-5.0%	.	i	7.9%
O=C1CN(C(=O)C2CCCC2)CCN1	0.3%	-7.5%	0.3%	2.2%	-2.2%	1.9%	-1.1%	i	10.8%
COc1ccc(S(=O)(=O)NNC(=O)c2csc(-n3nc(C)cc3C(F)(F)F)n2)cc1	-2.7%	-0.3%	0.5%	-7.8%	-1.3%	-4.0%	2.2%	i	-16.4%
O=C(NCc1ccc2c(c1)OCO2)C1CCN(S(=O)(=O)c2cccc3nsnc23)CC1	1.2%	3.1%	.	2.7%	5.8%	6.7%	-2.8%	.	4.7%
CC1(C)OC(=O)C(=C2CCCN2)C(=O)O1	-1.6%	-6.1%	.	6.9%	-11.9%	2.1%	-1.9%	.	19.8%
